RGS4-Gao reg – human RGS4-Galphao interaction regulation; Multiplexed bead flow cytometry, RGS4-Galphao binding; actives lie on both sides; hit rate 0.33% among 220,000; AID 1415; P09471; binding response (% of control), % at 10 µM; in the data active = binding response below about 49% or above about 150%; inactive = in between;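 also: fluorescent Galphao activated with aluminum fluoride binding bead-coupled RGS4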
Bfl-1 Bim block – inhibitors of Bim-Bfl-1 interaction, human | inhibition, % at 10 µM | AID 1008 | Q16548 | hit rate 0.12% among 190,000 | Bead-based flow cytometry, Bim-Bfl-1 binding inhibition;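 also: 0% = wells without compound plus tracer and 100% = blocker peptide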
Bim-Bcl-W – inhibitors of Bim-Bcl-W interaction, human. inhibition, % at 10 µM. hit rate 0.02% among 190,000. bead-based flow cytometry, Bim peptide-Bcl-W binding;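 also: 0% = bound tracer without compound and 100% = peptide blocker; higher means less fluorescent Bim peptide bound to Bcl-W beads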
Target sequence (Q92843 whole entry, looked up): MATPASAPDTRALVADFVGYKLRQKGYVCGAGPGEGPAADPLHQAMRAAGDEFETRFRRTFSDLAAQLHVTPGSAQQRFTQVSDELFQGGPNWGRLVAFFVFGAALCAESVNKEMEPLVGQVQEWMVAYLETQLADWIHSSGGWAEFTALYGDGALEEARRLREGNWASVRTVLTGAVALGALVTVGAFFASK
Bcl-XL Bim block – disrupts Bim peptide binding to human Bcl-XL; bead flow cytometry, fluorescence; inhibition, % at 10 µM; hit rate 0.04% among 190,000; AID 1007
Avidin bead fluor – compound fluoresces at 488/530 nm on avidin beads; compound fluorescence 488/530 nm, flow cytometry; active compounds read high; fluorescence (KMESF) at 10 µM; hit rate 0.38% among 220,000; in the data active = fluorescence above about 47; also: inactives centre near 10
ABCG2 inh – inhibitors of human ABCG2 transporter, ABCB1 counter-screen; AID 1325; IgMXP3 cells, JC-1 efflux, flow cytometry; inhibition, % at 6.6 µM; hit rate 0.1% among 190,000;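 active = inhibition above 80%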;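 also: 0% = DMSO and 100% = nicardipine control wells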
Target sequence (Q9UNQ0 whole entry, looked up): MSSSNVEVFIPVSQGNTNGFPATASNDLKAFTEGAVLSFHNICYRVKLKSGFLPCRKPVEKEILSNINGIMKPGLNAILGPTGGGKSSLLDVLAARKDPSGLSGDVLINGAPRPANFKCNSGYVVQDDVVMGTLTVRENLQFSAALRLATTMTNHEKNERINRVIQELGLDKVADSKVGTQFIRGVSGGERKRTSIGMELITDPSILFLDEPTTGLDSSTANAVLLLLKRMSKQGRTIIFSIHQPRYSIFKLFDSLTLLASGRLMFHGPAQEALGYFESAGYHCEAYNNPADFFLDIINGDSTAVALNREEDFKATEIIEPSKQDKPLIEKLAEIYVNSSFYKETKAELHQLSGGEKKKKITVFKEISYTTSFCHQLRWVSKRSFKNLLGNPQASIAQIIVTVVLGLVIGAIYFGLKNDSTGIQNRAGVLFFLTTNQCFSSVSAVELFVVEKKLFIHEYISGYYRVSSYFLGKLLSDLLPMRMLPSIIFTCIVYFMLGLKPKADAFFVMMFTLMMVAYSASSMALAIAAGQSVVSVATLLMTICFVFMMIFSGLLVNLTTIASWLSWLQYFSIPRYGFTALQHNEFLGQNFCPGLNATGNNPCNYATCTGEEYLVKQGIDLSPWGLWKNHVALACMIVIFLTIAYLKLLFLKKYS
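Assay system – ABCG2 IgMXP3 and barcoded ABCB1 CCRF-Adr cell mix · Input – 3 million cells/mL in well · Reagent – JC-1 fluorescent substrate · Compound – single test compound dose, 6.6 µM final · Timing – 10 min exposure at 25 °C with rotation, no wash · Detection – flow cytometry of retained JC-1 fluorescence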
RGS7-Gao – modulates binding of RGS7 to human Galphao | binding response (% of control), % at 10 µM | P09471 | Multiplexed bead flow cytometry; actives lie on both sides | AID 1439 | hit rate 0.35% among 220,000; in the data active = binding response below about 49% or above about 150%; inconclusive = no clear call, values can overlap the other calls; inactive = in between;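 also: fluorescent Galphao held in activated GDP-AlF4 state binding bead-coupled RGS7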
Bcl-B Bim block – disrupts Bim peptide binding to human Bcl-B. hit rate 0.073% among 190,000. AID 951. inhibition, % at 10 µM. bead-based flow cytometry;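 also: 0% = tracer peptide without compound and 100% = reference inhibitor peptide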
GSH fluor – compound fluoresces at 488/530 nm on GSH beads | fluorescence (KMESF) at 10 µM | hit rate 0.25% among 190,000 | GSH beads flow cytometry, compound fluorescence 488/530 nm; active compounds read high | AID 1776; in the data active = fluorescence above about 89;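 also: glutathione beads carrying GST-tagged Bcl family fusion proteins plus one bare bead set; values are compound well signal with DMSO vehicle wells as background; inactives centre near 16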
Bcl-2 Bim block – inhibitors of Bim-Bcl-2 interaction, human; inhibition, % at 10 µM; hit rate 0.06% among 190,000; Bead-based flow cytometry, Bim peptide-Bcl-2 binding; in the data active = inhibition above about 40%; inconclusive = no clear call, values can overlap the other calls;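 also: 0% = no compound wells with probe peptide and 100% = reference peptide inhibitor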
ABCB1 inh – blocks JC-1 efflux by human ABCB1 transporter; P08183; CCRF-Adr cells, flow cytometry; inhibition, % at 6.6 µM; AID 1326; hit rate 0.067% among 190,000; in the data active = inhibition above about 40%;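 also: 0% = vehicle and 100% = reference inhibitor; higher value means more JC-1 retained so stronger ABCB1 efflux block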
The depositor's hits bear a star; ? = inconclusive; / = no result given. Rule as the data show it, unless noted: active = inhibition above about 40%.

compound,RGS4-Gao reg,Bfl-1 Bim block,Bim-Bcl-W,Bcl-XL Bim block,Avidin bead fluor,ABCG2 inh,RGS7-Gao,Bcl-B Bim block,GSH fluor,Bcl-2 Bim block,ABCB1 inh
O=C(COC(=O)c1cccc(S(=O)(=O)N2CCOCC2)c1)Nc1nc(-c2ccccc2Cl)cs1,103,-4,-4,-2,11,0,97,0,11,-6,0.0
Cc1nc(NC(C)c2ccccc2)c2c3c(sc2n1)CCC3 (stereo unspecified),103,-15,-2,-5,7,3,103,-7,11,-10,0.9
Cc1ccc(NC(=S)N/N=C/c2ccc([N+](=O)[O-])s2)cc1,100,5,2,4,3,-12,100,-27,11,8,-3.4
Cc1ccc(NC(=S)Nc2cccc(S(=O)(=O)Nc3c(C)n(C)n(-c4ccccc4)c3=O)c2)cc1,102,-5,-4,-4,11,0,102,-9,12,-2,-0.1
O=C(NCCOc1cccc(Oc2ccccc2)c1)c1cc(-n2cnnc2)ccc1Cl,102,-17,-3,-8,9,4,96,-9,12,-8,0.9
Cc1onc(-c2ccccc2)c1C(=O)Nc1ccc(N2CCOCC2)cc1,94,-9,-1,-5,5,2,95,-10,40,-7,0.1
Cc1cc(C)n(-c2nc3c(c(=O)n(C)c(=O)n3C)n2C)n1,127,-10,8,12,14,1,125,-7,41,-4,0.0
O=C(NC(=S)NCCC1=CCCCC1)c1ccccc1Br,93,-4,-1,-4,9,-2,99,-5,13,-6,-0.7
Fc1cccc2sc(N3CCCCC3)nc12,101,-17,-3,-7,13,6,100,-12,38,-5,0.2
CCOC(=O)c1c(N)sc(C(=O)N2CCCC2)c1C,102,-5,5,2,8,6,100,-1,56,0,0.4
C=CCC(c1ccccc1F)N(CCN1CCOCC1)C(=O)Nc1cccc(Cl)c1 (stereo unspecified),104,-9,1,-6,7,5,104,-8,15,-9,1.4
Cc1ccn2c(Nc3ccc4c(c3)OCO4)c(-c3ccccn3)nc2c1,94,34,24,8,3,6,94,7,6,20,1.3
CCn1c(-c2cc(-c3cc(C)ccc3C)nc3ccccc23)n[nH]c1=S,102,0,-4,-4,7,-25,103,-10,21,0,-10
COc1cc(/C=N/n2cnc3scc(-c4cccs4)c3c2=O)cc(OC)c1OC,102,-17,-2,-7,5,11,105,-7,9,-4,0.8
CC1CCCC(C)N1C(=O)COC(=O)c1ccc[nH]c1=O (stereo unspecified),102,-1,-2,-2,12,4,102,1,21,0,0.2
CNC(=O)/C=C1\NC(C)(C)Cc2c1ccc1ccccc21,110,0,0,2,18,0,110,-3,10,-3,0.1
CCn1c(C(O)c2cccc(OC)c2OC)nc2ccccc21 (stereo unspecified),99,-9,-1,-6,8,0,96,-9,5,-6,-0.1
CN=C1S/C(=C\c2ccc(N3CCOCC3)c(F)c2)C(=O)N1C,101,-10,0,-2,5,3,105,-6,25,-4,0.2
CNC(=O)c1ccc(CNC(=O)OCC(F)(F)F)cc1,86,-5,2,-3,7,1,91,-3,51,-4,0.2
CCc1ccc2[nH]c(=O)c(CN(CCN3CCOCC3)C(=O)Nc3ccccc3F)cc2c1,99,0,0,0,28,6,97,0,12,-4,1.4
Cc1ccc2[nH]c(=O)c(C(c3nnnn3CC3CCCO3)N3CCCc4ccccc43)cc2c1 (stereo unspecified),106,2,2,4,18,0,105,0,22,2,0.4
O=S(=O)(c1cc(-c2nc3ccccc3s2)ccc1Cl)N1CCOCC1,104,-4,3,-6,9,4,104,-2,9,-2,0.7
COc1ccccc1OCc1nc(Cc2ccc(Cl)cc2)no1,99,-19,-4,-7,9,2,96,-10,12,-12,0.6
O=C(Cn1c(C(F)(F)F)nc2ccccc21)NCCN1CCCC1,96,-12,0,-5,5,0,95,-4,20,-1,0.0
CCOC(=O)Cn1c(CN(Cc2ccccc2)Cc2ccccc2)nc2c1c(=O)[nH]c(=O)n2C,98,1,0,-3,8,3,98,-3,16,1,9.0
CN(C)c1nc(-c2ccccc2)nc(-c2ccc(Cl)cc2)c1C#N,100,1,0,1,8,26,102,1,17,2,1.4
CCOC(=O)c1cc(C)sc1/N=C/C1C(=O)CC(C)(C)CC1=O,88,-6,-3,-5,14,0,93,-3,12,-3,-0.7
O=C(CN1C2CCCC1CC(NC(=O)c1ccccc1)C2)Nc1nccs1 (stereo unspecified),/,-2,-3,-4,/,8,/,-3,19,5,3.8
O=C(CSc1nnc(-c2ccncc2)n1-c1ccccc1)Nc1ccc(C(=O)O)cc1,101,-3,1,0,8,4,103,-2,16,0,0.7
CCc1ccccc1NC(=O)CN(C)C(=O)CSc1nnc(Nc2cccc(C)c2C)s1,102,-1,-5,-11,5,-2,103,-9,11,-4,0.1

Some of these compounds in order of their number in Bfl-1 Bim block, smallest number first.
Compound	Bfl-1 Bim block
COc1ccccc1OCc1nc(Cc2ccc(Cl)cc2)no1	-19
O=C(Cn1c(C(F)(F)F)nc2ccccc21)NCCN1CCCC1	-12
CNC(=O)c1ccc(CNC(=O)OCC(F)(F)F)cc1	-5

Remaining list, next part:
compound,RGS4-Gao reg,Bfl-1 Bim block,Bim-Bcl-W,Bcl-XL Bim block,Avidin bead fluor,ABCG2 inh,RGS7-Gao,Bcl-B Bim block,GSH fluor,Bcl-2 Bim block,ABCB1 inh
O=C(C1CC1)N1CCc2cc(S(=O)(=O)NCCC3=CCCCC3)ccc21,96,0,-1,-2,20,3,93,-3,25,-4,0.7
CCNC(=S)NNC(=O)c1ccncc1,106,-2,-1,0,10,1,?,-4,24,-2,0.5
O=C(CSc1nnc2c(n1)[nH]c1ccccc12)Nc1ccc(S(=O)(=O)Nc2ncccn2)cc1,111,3,7,7,10,1,106,9,56,6,0.0
COc1ccc(N=C2C(=O)Nc3c(C)cccc32)cc1,96,-1,1,-3,13,-2,96,-9,28,-2,-2.4
Cc1cc2nnc(SCC(=O)N(C)C3CCS(=O)(=O)C3)n2c2ccccc12 (stereo unspecified),99,0,3,0,11,2,?,-15,13,0,0.2
CCOc1ccc(Cl)cc1CSc1n[nH]c(C)n1,101,-4,3,0,8,2,108,0,15,-1,0.1
CC(NC(=O)CC1Nc2ccccc2NC1=O)c1ccccc1 (stereo unspecified),100,-6,0,-1,10,3,102,-8,11,-2,0.3
CCc1nnc(NC(=O)c2cccnc2)s1,112,-3,-1,2,16,2,102,3,15,0,0.2
CCSc1nnc2ccc(-c3ccco3)nn12,101,0,1,-3,10,3,?,-1,16,0,-0.3
N#CCCN(Cc1cccnc1)C(=S)NC(=O)C1CC1,108,-1,-5,-4,8,-2,106,-15,14,-3,0.0
COCCNc1cc(NCCOC)c([N+](=O)[O-])cc1[N+](=O)[O-],101,-3,-1,-6,14,5,102,-7,7,0,0.9
CCCCNC(=O)NNc1nc(Cl)cc(C)c1C#N,96,-1,1,3,7,4,101,-1,12,0,0.1
Cc1cc(C)n2cc(CSc3nc4ccccc4[nH]3)nc2n1,97,7,-3,-1,9,3,101,1,15,1,0.1
CCC(C(=O)Nc1ccsc1C(=O)OC)c1ccccc1 (stereo unspecified),105,-2,2,0,17,2,112,0,14,-2,0.8
COC1(c2ccccc2)NC(=S)NN=C1c1ccccc1 (stereo unspecified),101,-17,-2,-7,10,-4,105,-10,25,-7,-0.2
Cc1ccc(NCC(=O)N/N=C/c2cc3ccccc3nc2Cl)cc1,101,-5,-1,0,12,0,99,-3,81,-3,-0.5
O=C(O)C1CC=CCC1C(=O)NCc1ccc2c(c1)OCO2 (stereo unspecified),98,7,7,2,4,1,100,12,102*,17,0.7
COc1ccc(C(CC(=O)N2CCOCC2)C(C)C)cc1 (stereo unspecified),120,-9,-2,0,23,-1,115,-4,17,-2,-0.1
CCCCCC(=O)Nc1c(-c2cccs2)c(=O)c2ccccc2n1C,101,-2,2,0,18,3,102,0,4,0,0.5
COc1ccc(CN2CCOCC2)cc1OC,104,0,-2,0,7,0,100,0,11,0,0.1
COc1ccc(C(=O)NC(Nc2ccccc2)C(Cl)(Cl)Cl)cc1 (stereo unspecified),103,-1,0,-1,38,1,100,-1,12,-1,0.1
Cc1ccc2nc(N(CCCN(C)C)C(=O)c3cc4ccccc4oc3=O)sc2c1,105,-15,-4,-6,14,13,108,-6,11,-8,2.4
O=C(COc1ccccc1)N/N=C/c1ccc(O[C@@H]2O[C@H](CO)[C@@H](O)[C@H](O)[C@H]2O)cc1,100,-19,0,-4,16,4,105,-8,9,-10,0.4
Cc1c(/N=C/c2ccco2)n(Cc2ccccc2)c2ccccc12,98,-2,-4,-3,8,2,100,-4,19,-5,0.2
COC(=O)Cc1ccc(NC(=S)NCc2ccccc2OC)cc1,101,2,-3,-3,6,-3,99,-1,16,0,-3.2
CCSC1=NC(=O)/C(=C2/C=Cc3ccccc3N2CC)S1,89,0,0,-4,28,0,93,-3,19,0,-2.8
NCCCCCc1nnc(SCC(N)=O)o1,99,-3,-2,-4,6,1,98,0,14,3,0.8

Screening results (PubChem)
